Screens: PubChem BioAssay, National Center for Advancing Translational Sciences (NCATS)
KDM5B inh: inhibitors of human KDM5B histone demethylase; Q9UGL1; KDM5B demethylase, FDH-coupled NADH fluorescence (FDH is formaldehyde dehydrogenase); Potency, µM (highest dose often 57.7 µM), without a hit: top-dose activity change, negative = inhibition, hits mostly inhibitors; 2.6% of 220,000 active; AID 1347165; active = well fitted inhibition curve with a large enough effect; inconclusive = small, poorly fitted or top-dose-only effect; inactive = no such curve, though single readings can be large or run the other way; also: 0% is about no effect; nearly all actives have a fitted effect of over 70% in size
Target sequence (Q9UGL1 whole entry, looked up): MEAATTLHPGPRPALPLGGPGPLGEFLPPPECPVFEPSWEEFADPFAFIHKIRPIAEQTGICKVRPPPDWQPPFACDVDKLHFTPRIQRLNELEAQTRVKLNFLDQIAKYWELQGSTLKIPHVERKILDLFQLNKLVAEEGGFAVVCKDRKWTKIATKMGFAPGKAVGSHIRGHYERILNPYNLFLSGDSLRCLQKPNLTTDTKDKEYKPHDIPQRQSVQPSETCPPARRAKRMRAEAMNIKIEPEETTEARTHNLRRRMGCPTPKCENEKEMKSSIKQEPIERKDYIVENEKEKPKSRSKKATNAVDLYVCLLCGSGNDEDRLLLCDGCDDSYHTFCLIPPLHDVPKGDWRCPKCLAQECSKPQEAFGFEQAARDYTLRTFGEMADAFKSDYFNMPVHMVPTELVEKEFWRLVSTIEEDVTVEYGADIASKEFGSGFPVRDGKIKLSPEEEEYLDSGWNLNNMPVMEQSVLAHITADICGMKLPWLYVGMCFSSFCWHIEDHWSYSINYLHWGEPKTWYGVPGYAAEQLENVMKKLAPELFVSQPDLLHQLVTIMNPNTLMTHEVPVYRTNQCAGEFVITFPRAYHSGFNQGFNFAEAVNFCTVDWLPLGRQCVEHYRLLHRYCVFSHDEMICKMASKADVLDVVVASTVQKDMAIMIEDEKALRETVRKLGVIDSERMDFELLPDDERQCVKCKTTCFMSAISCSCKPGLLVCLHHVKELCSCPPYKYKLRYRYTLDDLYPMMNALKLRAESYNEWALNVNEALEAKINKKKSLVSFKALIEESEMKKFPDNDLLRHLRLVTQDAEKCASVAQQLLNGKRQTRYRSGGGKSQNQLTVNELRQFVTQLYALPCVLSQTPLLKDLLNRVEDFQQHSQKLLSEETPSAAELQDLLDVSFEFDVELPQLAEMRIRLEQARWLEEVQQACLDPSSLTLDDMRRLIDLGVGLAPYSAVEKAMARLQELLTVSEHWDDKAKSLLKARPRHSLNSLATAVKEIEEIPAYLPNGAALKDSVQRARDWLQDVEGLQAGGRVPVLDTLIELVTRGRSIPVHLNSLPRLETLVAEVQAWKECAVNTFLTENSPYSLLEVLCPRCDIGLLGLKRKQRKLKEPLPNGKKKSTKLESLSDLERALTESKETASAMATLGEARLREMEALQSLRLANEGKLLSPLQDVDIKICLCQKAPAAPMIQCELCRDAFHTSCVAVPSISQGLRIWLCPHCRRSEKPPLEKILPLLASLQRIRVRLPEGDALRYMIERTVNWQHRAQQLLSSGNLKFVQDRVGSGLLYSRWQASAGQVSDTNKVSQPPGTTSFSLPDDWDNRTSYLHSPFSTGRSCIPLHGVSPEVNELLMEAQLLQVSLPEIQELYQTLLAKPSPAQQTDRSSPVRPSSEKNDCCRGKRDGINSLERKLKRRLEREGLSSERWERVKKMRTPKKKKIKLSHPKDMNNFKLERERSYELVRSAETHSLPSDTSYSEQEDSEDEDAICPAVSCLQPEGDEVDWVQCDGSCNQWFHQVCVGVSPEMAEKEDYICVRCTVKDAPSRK
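Compound dilutions met 200 nM (final) KDM5BΔAP for 10 min at room temperature before substrate addition. The substrate mix held 12.5 µM H3K4me3 with cofactors 25 µM α-ketoglutarate and 50 µM Fe²⁺. NADH signal gain over 30 min defined activity.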
* = called active by the depositor; ? = inconclusive; [ ] = dose if it differs, or a comment. Potency is read from the fitted curve at half-maximal effect. This is a subset, so the mix of outcomes need not match the whole.

SMILES	KDM5B inh
CCC(CC)C(=O)Nc1nonc1-c1ccc(Cl)cc1	17%
Fc1ccc(-c2noc3ncnc(NCCc4ccc(Cl)cc4)c23)cc1	-38%
Cc1noc(C)c1-c1cc2cc(CN(C)C)oc2c(N2CCOCC2)n1	?
CCN1C(=O)c2ccccc2S(=O)c2ccc(C(=O)NCc3ccc(Cl)cc3)cc21 (stereo unspecified)	-20%
CC(C)(O)C#Cc1ccc(CN2CC[C@@H](c3ccc(F)cc3)[C@H](O)C2)s1	15%
O=C(NCCc1c[nH]c2ccccc12)c1ccc(Cl)cc1F	11%
Cc1ccc(-c2nc(C(=O)NCc3ccccc3Cl)c3n2CCCCC3)cc1	?
CN(C)S(=O)(=O)NCC(=O)N1CCCCCNC(=O)CC1c1ccccc1 (stereo unspecified)	46%[activator]
COc1cccc(NC(=O)CCc2ncc(-c3ccc(Cl)cc3)o2)c1	8%
Cc1ccc(/C=C/c2ccc3cccc(O)c3n2)cc1C	8%
COC(=O)[C@@H]1Cc2c([nH]c3ccccc23)[C@H]2C[C@@H](NCCNC(C)=O)C[C@@H](c3ccc(-c4ccccc4)cc3)N21	1%
O=C(NCCCc1ccccc1)c1ccc2c(c1)sc1nc(-c3ccc(F)cc3)cn12	?
FC(F)Oc1ccc(CNC23CC4CC(CC(C4)C2)C3)cc1	28%
O=[N+]([O-])c1ccccc1/C=C/C=N/Nc1nc(Cl)c(Cl)cc1Cl	13%
O=C(c1cccs1)C1CCCN(C(=O)COc2ccc(F)cc2F)C1 (stereo unspecified)	-24%
CC(C)N1CCC[C@H]1c1nc(-c2ccc(N3CCN(C)CC3)nc2)no1	?
O=C1/C(=C2\C(=O)N(Cc3ccc(F)cc3)c3ccccc32)SC(=S)N1CCS(=O)(=O)O	17%
Cc1nc(-c2c3n(c(=O)n(Cc4ccc(F)cc4)c2=O)CCCC3)no1	-7%
O=C(c1cc(F)ccc1Cl)N1CCC(Cc2nc(-c3ccc(F)cc3)no2)CC1	3%
CCC(=O)n1nc(-c2ccc(OC)cc2)nc1SCc1ccccc1	-8%
CN(CC(=O)NC1(C#N)CCCCC1)Cc1ccc(C(F)(F)F)cc1	12%
COc1ccccc1CNc1ncnc2c1nnn2C	-14%
Cc1cnc(C(=O)N2CC(c3nnc(-c4ccncc4)o3)C3(CCOCC3)C2)cn1 (stereo unspecified)	-16%
CCN(CC)Cc1nc(C2(O)CCN(C3CCCC3)CC2)cs1	-18%[86.2 µM]
O=C1Nc2ccccc2CC12CCN2Cc1ccccc1 (stereo unspecified)	14%[86.2 µM]
CC(C)(C)c1cc(N)c(O)c(Cl)c1	-30%
Nc1nc(C2CC(NC(=O)c3[nH]nc(N)c3-c3ccccc3)C2)cc(=O)[nH]1 (stereo unspecified)	19%
CCOc1ccc(NC(=O)c2ccc3c(c2)CCN3S(=O)(=O)CC)cc1	-35%
CC(C)N1CCc2c(sc(NC(=O)c3ccc(C(=O)c4ccccc4)cc3)c2C(N)=O)C1	?
O=C1[C@H]2CN(Cc3ccccc3F)C[C@H]2C(=O)N1CCc1ccccc1	17%
COc1cc(NC(=O)c2ncoc2-c2ccc(OC)c(OC)c2)cc(OC)c1	?
OC(CNCc1ccc2c(c1)OCO2)COc1ccc(F)cc1 (stereo unspecified)	4%
Cc1cccc(OCC(O)CN)c1 (stereo unspecified)	12%
O=C(NCc1ccccc1Cl)c1ccc(NC(=O)c2nsc3ccccc23)cc1	?
COC1C(=O)N(c2cccc(F)c2)C12CCN(C(=O)c1ccncc1)CC2 (stereo unspecified)	-20%
CC(Nc1ccc(-c2nc(-c3ccccn3)no2)cc1[N+](=O)[O-])c1ccccc1 (stereo unspecified)	-4%
COc1cccc(-c2ccccc2C=O)c1	-3%[230 µM]
CC(C)Oc1ccc(S(=O)(=O)N2CCOCC2)cc1NC(=O)CC1CCCC1	23%
COc1cccc(-c2cc(-c3ccc(OC)nc3)c3cncn3c2)c1	32µM*
C=CCNC(=O)c1cn2c(n1)CN([S+](=O)([O-])c1c(C)noc1C)CC2	5%[115 µM]
Cc1nccn1CCCC(=O)N1CCC2(CCC(=O)N(CC3CCCO3)C2)CC1 (stereo unspecified)	43%[activator]
O=C(Nc1cc(Cl)cc(Cl)c1)c1ccc(F)c(S(=O)(=O)N2CCN(c3ccccc3F)CC2)c1	-9%
COCc1nncn1C1CCN(S(=O)(=O)c2ccc(OC)c(Cl)c2)CC1	6%
O=C1OC[C@@H]2CCN(CC3CC3)Cc3ccc(F)cc3N12	11%[115 µM]
CN1C(=O)CCC2(CNC(=O)c3cccnc3)CCCC=C12 (stereo unspecified)	-13%
COc1ccc(-c2c3c(nc4sc(C(=O)Nc5ccc(F)cc5)c(N)c24)CC(C)(C)CC3=O)cc1	19%
COc1c2occc2c(OC)c2c(=O)cc(C(F)(F)C(F)F)oc12	20%
COc1cccc(CNCc2cccc3[nH]ccc23)c1	-22%
CCC1CCCCN1C(=O)Cn1c(=O)n(CCCCCC(=O)NCc2ccccc2)c(=O)c2sccc21 (stereo unspecified)	?
CCC1CCCCN1C(=O)Cn1c(-c2ccc(F)cc2)nc(C)cc1=O (stereo unspecified)	-11%
Next results
SMILES	KDM5B inh
CC(=O)OC1CCC2(C=O)C3CCC4(C)CC(C5=CC(=O)OC5)CC4(O)C3CCC2(O)C1 (stereo unspecified)	-15%
CCC(=O)N1CCc2cc(Br)cc(S(=O)(=O)N3CCCC(C(=O)Nc4cc(C)ccc4OC)C3)c21 (stereo unspecified)	-13%
CC(=O)Nc1cccc(C(=O)N2CCC(n3cc(-c4nc(C)no4)nn3)CC2)c1	1%
CCn1c(CN(c2ccccc2)S(C)(=O)=O)nnc1SCC(=O)c1cc(C)n(CC)c1C	11%
COCCCN1C(=O)CC[C@H]2CN(Cc3cc(CC(C)C)n[nH]3)CC[C@H]21	7%
O=C(c1ccc(Cl)cc1Cl)N(C1CCCCC1)C1CCCCC1	22%
CCCCC(CC)C(=O)NC12CC3CC(CC(C3)C1)C2 (stereo unspecified)	20%
CC(C)(C)c1ccc(O)c(NC(=O)c2cc(F)cc(F)c2)c1	21%
Cc1ccc2c(c1)-c1onc(C(=O)N(C)c3cccc(C(F)(F)F)c3)c1CO2	-42%
CCN(Cc1ccccc1)C(=O)Cn1c(C)ccc(NS(=O)(=O)c2ccccc2)c1=O	0%

Next part; the last 2 above are carried over.
SMILES	KDM5B inh
Cc1ccc2c(c1)-c1onc(C(=O)N(C)c3cccc(C(F)(F)F)c3)c1CO2	-42%
CCN(Cc1ccccc1)C(=O)Cn1c(C)ccc(NS(=O)(=O)c2ccccc2)c1=O	0%
Cc1ccc(-c2cc(C(=O)N3CCC(C(N)=O)CC3)c3ccccc3n2)c(C)c1	6%
COC(=O)c1ccccc1S(=O)(=O)N1CCC(c2cc(-c3cccc(C)c3)n[nH]2)CC1	-6%
COc1ccc2[nH]cc(CCNC(=O)C3CCCN(S(C)(=O)=O)CCC(=O)NCC3)c2c1 (stereo unspecified)	?
COCCOC1CCN(C(=O)Nc2ccc3c(c2)OCCO3)CC1	-11%
Cc1cccc(N(C)C(=O)Cn2c(=O)n(-c3ccccc3)c(=O)c3c2cc(C)n3C)c1	26%
Cc1c(CC(=O)O)c(=O)oc2cc(OCc3nn[nH]n3)ccc12	?
CC(C)CCNC(=O)CCc1nnc(-c2ccc(OC(C)C)cc2)[nH]c1=O	-8%
COc1ccc(NS(=O)(=O)c2nnc(NC(=O)c3ccccc3F)s2)cc1	24%
Cc1ccc2occ(CC(=O)Nc3ccc(S(N)(=O)=O)cc3)c2c1	10%
CN(C(=O)Cc1c[nH]c2ncc(-c3cnn(C)c3)cc12)c1ccccc1	?

Gathered by group: the compounds so far containing a nitro group on carbon.
SMILES	KDM5B inh
O=[N+]([O-])c1ccccc1/C=C/C=N/Nc1nc(Cl)c(Cl)cc1Cl	13%
CC(Nc1ccc(-c2nc(-c3ccccn3)no2)cc1[N+](=O)[O-])c1ccccc1 (stereo unspecified)	-4%

Further structures
SMILES	KDM5B inh
Cn1c(=O)c2c(nc(Sc3ccccc3N)n2Cc2ccc(F)cc2)n(C)c1=O	0%
Cc1nn(-c2ccccc2)c(Cl)c1/C=C1\SC(=S)N(CCCCCC(=O)O)C1=O	-33%
c1ccc(CNc2nc(-c3ccccc3)no2)cc1	15%
CC(=O)Nc1ccc(CN2CC(Oc3ccc(F)cc3F)C2)cc1	14%[149 µM]
CCn1cc(CN2CCN(C(=O)c3cccs3)CC2)ccc1=O	11µM*
O=C(Oc1ccc(Cl)cc1)c1cc(-c2ccc3c(c2)OCCO3)on1	?
Cc1n[nH]c(C)c1/C=C/C(=O)c1ccc(Br)cc1	-17%
CCCN1CCN(C(=O)c2ccc3[nH]c(C)c(C)c3c2)CC1	-16%
O=C1CSc2ccccc2N1CC(=O)N1CCCCC1c1nccs1 (stereo unspecified)	16%
Cc1noc(C)c1CC(=O)N1CC(c2noc(C3CCCN3C)n2)C1 (stereo unspecified)	-33%
O=C(c1cn(CCCc2ccccc2)nn1)N1CCC(OCc2cccnc2)CC1	-11%
CCN(C(=O)COC(=O)c1cc2ccccc2oc1=O)c1ccccc1	?
COc1ccc(-c2nccc3c(=O)cc(N4CCN(C)CC4)oc23)cc1OC	-13%[86.2 µM]
Cc1cc(C)cc(OCCC(=O)Nc2c(C)nn(C)c2C)c1	4%
COc1ccc(C(NC(=O)CSc2ccc(Br)cc2)c2nccn2C)cc1 (stereo unspecified)	11%
NS(=O)(=O)c1ccc(NC(=O)CCn2c(=O)oc3ccccc32)cc1	1%
O=C(NCc1ccco1)c1cc2cc(Br)ccc2[nH]1	-2%
O=C(Cn1ncn2c(cc3ccccc32)c1=O)NCc1ccc(F)cc1	-12%
Cc1nn2c(c1-c1ccnn1C(C)C)N(CC1CCOCC1)CCC2	?
CCCCC(=O)Nc1ccccc1C(C)CC (stereo unspecified)	23%
O=c1oc2ccccc2c(NC2CCCCC2)c1NS(=O)(=O)c1ccccc1Cl	-12%
Cc1n[nH]c(C)c1CCCCOc1ccccc1F	36%
COc1ccc(CNC(=O)c2ccc(NC(=O)N3CC4CCCN4c4ccccc43)cc2)cc1 (stereo unspecified)	?
CCc1ccc(NC(=O)N(Cc2cn(CC)c3ccccc23)C2CCCCC2)cc1	?
Cc1cccc(/C=N/NC(=O)CCc2ccccc2)c1	?
S=C(N/N=C/C(c1ccccc1)c1ccccc1)Nc1ccccc1Cl	16%
COc1ccc2oc(C)c(C(=O)c3ccccc3)c2c1	21%
COCCn1c(SCc2ccccc2C#N)nnc1-c1ccc(Cl)cc1	25%
COCCNC(=O)CCCN1C(=O)COc2ccc(C(=O)COc3ccc(C)cc3Cl)cc21	12%
Cc1cc(C)c2cc(C(=O)NCCN(C(C)C)C(C)C)[nH]c2c1	?

Pulled by compound from the list above, three records:
SMILES	KDM5B inh
Cc1nn2c(c1-c1ccnn1C(C)C)N(CC1CCOCC1)CCC2	?
Cc1noc(C)c1CC(=O)N1CC(c2noc(C3CCCN3C)n2)C1 (stereo unspecified)	-33%
O=C(NCc1ccco1)c1cc2cc(Br)ccc2[nH]1	-2%

Following part.
SMILES	KDM5B inh
CCC1=NS(=O)(=O)c2cc(NC(=O)C3CC3)ccc2N1CC(C)C	-5%
O=C(O)C(Br)Cc1ccc(Cl)cc1 (stereo unspecified)	11%
O=C1[C@H]2CN(Cc3ccc(Cl)cc3)C[C@H]2C(=O)N1CCc1ccccc1	-19%
Cc1ccc(C2NC(=O)N(CC(=O)Nc3ccc(F)c(F)c3)C3=C2C(=O)OC3)cc1 (stereo unspecified)	-15%
Cc1ccc(-c2cn3c(n2)CO[C@@H](CNS(C)(=O)=O)C3)cc1	40µM*
COc1ccc(-c2c(C)oc3cc(OCC(=O)NCCC4=CCCCC4)ccc3c2=O)cc1	1%
O=C(C[C@@H]1CCNC[C@@H]1Cc1cc(-c2ccccc2)on1)NCc1ccc(F)cc1	-30%[86.2 µM]
Cc1ccc(NC(=O)CCCNC(=O)c2ccc(Cl)cc2)c(Br)c1	43%[activator]
CCc1ccc(NC(=O)CCn2nc(-c3ccccc3OC)c3c(C)cc(C)nc32)cc1	?
Cc1ccc2nc(-c3cccs3)c(Nc3ccc4c(c3)OCCO4)n2c1	?

Given as labelled records: 2 of the compounds above.
> CCC1CCCCN1C(=O)Cn1c(=O)n(CCCCCC(=O)NCc2ccccc2)c(=O)c2sccc21 (stereo unspecified)
  KDM5B inh = ?

> O=C(NCc1ccccc1Cl)c1ccc(NC(=O)c2nsc3ccccc23)cc1
  KDM5B inh = ?

Going on with the list:
SMILES	KDM5B inh
Cc1ccccc1/[N+]([O-])=C/c1ccccc1	?
COc1ccc(Oc2ccc(-c3ccn[nH]3)cc2)cc1	14%
Cc1cccc(C(=O)NCCc2c[nH]c3ccc(Cl)cc23)c1	-23%
CC(C)Oc1ccc(CNC(=O)C2CCCN(S(=O)(=O)c3ccc4c(ccn4C)c3)C2)cc1 (stereo unspecified)	?
O=C(CC1N=C2c3ccccc3N=C(SCc3cccc(Cl)c3)N2C1=O)NC1CCCCC1 (stereo unspecified)	?
O=C(Cn1c(=O)oc2ccccc21)N1CCc2nn(CC3CC3)c(=O)n2CC1	2%
Cc1nc2nc(SCC(=O)NC3CCC(C)CC3)nn2c(C)c1Cc1ccccc1Cl (stereo unspecified)	?
COc1cccc(CNC(=O)CCn2cccn2)c1	3%
O=C(CSc1nc2c([nH]c3ccccc32)c(=O)n1-c1ccc(F)cc1)Nc1ccc2c(c1)OCO2	?
Cc1ccc(N(C)C2CN(C(=O)OC(C)(C)C)C2)cc1	?
CN1CCC(OC2CCN(C(=O)c3ccc(Cl)cc3)CC2)CC1	14%
O=C(Nc1cnc(-c2ccccc2)nc1)c1ccccc1C(F)(F)F	2%
